Tb PGK inh – qHTS Assay to Find Inhibitors of Phosphoglycerate Kinase. Phosphoglycerate kinase, glycosomal (Trypanosoma brucei brucei), P07378. PGK/GAPDH coupled, Kinase-Glo luminescence, 60 min. Potency, µM (series often up to 57.5 µM), for inactives: top-dose activity change, negative = inhibition, actives largely listed as inhibitors. hit rate 0.043% among 380,000; note: % is set by controls: 0 for no effect and ±100 for the full control effect; nearly all actives have a fitted effect of over 60% in size
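Recombinant glycosomal PGK reaction used 1,3-bisphosphoglycerate generated in-well by GAPDH (100nM final) in 100mM TEA pH 7.6, 5mM MgCl2, 0.01% Tween-20. After 60 minutes at room temperature, ATP was read by Kinase-Glo Plus luminescence end-point.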
Pol iota inh – qHTS for Inhibitors of Polymerase Iota. DNA polymerase iota (Homo sapiens), Q9UNA4. Pol iota fluorescent replication assay, 10 min. Potency, µM (titrated, usually from 115 µM), for the others: at the top dose activity, negative = inhibition, most hits filed as inhibitors. hit rate 1% among 390,000
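Fluorescent replication assay read twice, at 0 min and 10 min after adding 50 nM (final) substrate. Enzyme (10 nM) and compounds were first incubated 15 min at room temperature; enzyme-free buffer wells were negative controls.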
Pin1 inh – qHTS Assay to Find Inhibitors of Pin1; Peptidyl-prolyl cis-trans isomerase NIMA-interacting 1 (Homo sapiens), Q13526; Pin1 FP peptide displacement, HiFluor488, 10 min; Potency, µM (doses to about 115 µM), for inactives: at the top dose activity, negative = inhibition, most hits filed as inhibitors; AID 504891, 2011; hit rate 0.009% among 390,000; active = well fitted inhibition curve with a large enough effect in the polarisation, with a control signal flat, not every such curve was filed as active; inconclusive = small, poorly fitted or top-dose-only effect, or effect the other way, or a change in a side signal; inactive = no such curve, though single readings can be large or run the other way; the % refers to the polarisation; note: % is set by controls: 0 for no effect and ±100 for the full control effect
BLM inh – qHTS Assay for Inhibitors of Bloom's syndrome helicase (BLM) | RecQ-like DNA helicase BLM (Homo sapiens), P54132 | recombinant BLM DNA unwinding, fluorescence dequenching | Potency, µM (highest dose often 56.1 µM), inactives show top-dose activity change, negative = inhibition, actives largely listed as inhibitors | hit rate 0.2% among 350,000 | AID 2528, 2010;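 note: plate controls were vehicle for no effect and no enzyme for full effect; nearly all actives have a fitted effect of over 35% in size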
BAZ2B block – qHTS Assay for Inhibitors of BAZ2B; hit rate 4.4% among 360,000; Potency, µM (doses to about 114 µM), for inactives: at the highest dose activity change, negative = inhibition, actives largely listed as inhibitors; AID 504333, 2011; AlphaScreen BAZ2B-H3K14Ac peptide displacement; note: % is set by controls: 0 for no effect and ±100 for the full control effect; nearly all actives have a fitted effect of over 60% in size
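AlphaScreen luminescence quantifies BAZ2B engagement of H3K14Ac peptide; the protein and biotinylated peptide are both at 50 nM final, buffer PBS pH 7.4 with 0.01% Tween-20, all steps at room temperature.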
JMJD2A Tudor inh – qHTS Assay for Inhibitors of JMJD2A-Tudor Domain | Potency, µM (highest dose often 114 µM), inactives show at the top dose activity change, negative = inhibition, hits mostly inhibitors | hit rate 4.4% among 390,000 | AlphaScreen JMJD2A-Tudor / H3K4me3 peptide binding | AID 504339, 2011 | Lysine-specific demethylase 4A (Homo sapiens), O75164; note: % is set by controls: 0 for no effect and ±100 for the full control effect; nearly all actives have a fitted effect of over 50% in size
HP1b chromo inh – HTS for Inhibitors of HP1-beta Chromodomain Interactions with Methylated Histone Tails; Chromobox protein homolog 1 (Homo sapiens), P83916; Potency, µM (titrated, usually from 114 µM), for inactives: top-dose activity change, negative = inhibition, usual class: inhibitors; AID 540317, 2011; hit rate 0.56% among 390,000; AlphaScreen HP1-beta / biotin-H3K9me3 peptide binding; note: nearly all actives have a fitted effect of over 70% in size; inactives centre near 23
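AlphaScreen: HP1-beta (50 nM) preformed 30 min with biotin-H3(1-18)K9me3 peptide (50 nM) in PBS pH 7.4, 0.01% Tween-20. Compound added for 30 min at RT, then streptavidin donor/nickel chelate acceptor beads (10 ug/mL) for 30 min.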
G9a inh – qHTS Assay for Inhibitors of Histone Lysine Methyltransferase G9a. Histone-lysine N-methyltransferase EHMT2 (Homo sapiens), Q96KQ7. G9a H3K9 monomethylation, AlphaScreen, 2 h. Potency, µM (highest dose often 102 µM), for the others: at the highest dose activity, negative = inhibition, hits mostly inhibitors. hit rate 8.8% among 350,000; note: % is set by controls: 0 for no effect and ±100 for the full control effect; nearly all actives have a fitted effect of over 75% in size
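Chemiluminescent proximity detection of H3K9 monomethylation, read after 10 min bead incubation in the dark. Reaction: 20 nM G9a, 500 nM biotin-H3K9 peptide, 20 uM SAM cofactor, 2 h, room temperature, following 15 min enzyme-compound preincubation.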
GLS inhibitor – qHTS for Inhibitors of Glutaminase (GLS); Potency, µM (series often up to 45.5 µM), inactives show top-dose activity change, negative = inhibition, actives largely listed as inhibitors; hit rate 0.21% among 410,000; GLS enzymatic activity, qHTS titration; note: % is set by controls: 0 for no effect and ±100 for the full control effect
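hKGA in 45 mM KH2PO4 (pH 8.2), 0.02% Tween-20 with compound, then 1mM L-Glutamine (stock as added) plus glutamate oxidase/HRP/Amplex red coupling mix. Fluorescence read initially and after 30 min at RT; signal change reflects glutamate formation.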
* marks the source's active call; other numbers are inactive results; i = inactive; u = inconclusive; x = no result given; [ ] = remark or other dose. Unless noted, calls come from the whole dose curve; as a rule, active = well fitted curve in the direction sought with a large enough effect; inconclusive = small, poorly fitted or top-dose-only effect, or another doubt; inactive = no such curve, though single readings can be large; an effect the other way counts as inactive or inconclusive. Potency is the fitted concentration of half-maximal effect. This is a subset, so the mix of outcomes need not match the whole.

SMILES | Tb PGK inh | Pol iota inh | Pin1 inh | BLM inh | BAZ2B block | JMJD2A Tudor inh | HP1b chromo inh | G9a inh | GLS inhibitor
CCCC(C)NC(=O)COC(=O)c1cc(Br)c(Br)s1 (configuration not stated) | -10% | 91%[activator] | -5% | -3% | -1% | -6% | 16% | 0% | 4%
O=C(CCCn1c(=O)c2ccccc2n(Cc2ccc(F)cc2Cl)c1=O)NCCc1ccc(Cl)cc1 | 0% | 16% | -2% | -4% | 11% | 0% | 47%[activator] | -4%[59 µM] | -2%
CC(=O)Nc1ccc(NC(=O)C2CCCN(S(=O)(=O)c3ccc(Cl)cc3)C2)cc1 (configuration not stated) | -5% | 96%[activator] | 11% | 1% | 4% | 11% | 15% | -5%[59 µM] | -3%
C/C(=N\Nc1ccc([N+](=O)[O-])cc1)c1ccc(N2CCOCC2)cc1 | 5% | 55%[activator] | 43%[activator] | 1% | -3% | 4% | 6% | x | -15%
Cn1c(=O)oc2cc(S(=O)(=O)N3CCC(C(=O)N4CCN(c5cccc(Cl)c5)CC4)CC3)ccc21 | 4% | -9% | 17% | -15% | -20% | -10% | 15% | -30%[59 µM] | 14%
Cn1nc(C(C)(C)C)c(NC(=O)c2sccc2Cl)c1C(C)(C)C | i | 91%[activator] | -5% | -1% | -6% | -11% | 22% | -24% | -6%
Cc1ccc(C(=O)Nc2cccnc2N2CCN(C)CC2)cc1 | i | 3% | -12% | 4% | -14% | -15% | 21% | u | 9%
CN(Cc1c(F)cccc1Cl)C(=O)c1cc2ccccc2o1 | -2% | u | 3% | -16% | 15% | -1% | 40%[activator] | 44%[activator] | -15%
CCOC(=O)c1ccc(N2C(=O)C(CC(N)=O)N(NC(=O)c3cccc(F)c3)C2=S)cc1 (configuration not stated) | x | -18% | 3% | -2% | 0% | -11% | 23% | 7% | 1%
CC1CN(C(=O)c2cc(S(=O)(=O)N3CCCCC3)ccc2Cl)CC(C)O1 (configuration not stated) | -2% | 9% | -9% | x | -3% | -4% | 53%[activator] | u | 4%
COc1ccc(Nc2cc(C)c3c(O)cccc3n2)cc1 | -3% | 58%[activator] | 2% | -17% | 45µM* | -28%[11.4 µM] | -13% | x | 2%
CCOC(=O)NC(=S)Nc1c(C)n(C)n(-c2ccccc2)c1=O | -7% | 84%[activator] | 2% | -2% | -23% | -7%[57.1 µM] | 59%[activator] | -28% | 4%
COc1ccc(CCNC(=O)CSc2ccc3nnc(CCNC(=O)c4ccccc4)n3n2)cc1OC | -5% | -15% | -12% | -9% | -9% | -14% | 21% | x | 6%
Cc1ccc(OCCC(=O)OCC(=O)N2c3ccccc3NC(=O)C2(C)C)cc1 | 4% | u | -13% | x | -38% | -32% | u | -1%[59 µM] | 0%
CC(=O)NC(Cc1cccc(C)c1)C(=O)NC1CCN(C(=O)c2ccc([N+](=O)[O-])cc2)CC1 (configuration not stated) | -3% | -22% | -4% | 1% | -7% | -2% | 56%[activator] | 28% | -8%

Reprinted at random: 4 records from the list.
SMILES | Tb PGK inh | Pol iota inh | Pin1 inh | BLM inh | BAZ2B block | JMJD2A Tudor inh | HP1b chromo inh | G9a inh | GLS inhibitor
Cc1ccc(OCCC(=O)OCC(=O)N2c3ccccc3NC(=O)C2(C)C)cc1 | 4% | u | -13% | x | -38% | -32% | u | -1%[59 µM] | 0%
Cn1c(=O)oc2cc(S(=O)(=O)N3CCC(C(=O)N4CCN(c5cccc(Cl)c5)CC4)CC3)ccc21 | 4% | -9% | 17% | -15% | -20% | -10% | 15% | -30%[59 µM] | 14%
O=C(CCCn1c(=O)c2ccccc2n(Cc2ccc(F)cc2Cl)c1=O)NCCc1ccc(Cl)cc1 | 0% | 16% | -2% | -4% | 11% | 0% | 47%[activator] | -4%[59 µM] | -2%
Cn1nc(C(C)(C)C)c(NC(=O)c2sccc2Cl)c1C(C)(C)C | i | 91%[activator] | -5% | -1% | -6% | -11% | 22% | -24% | -6%

(next part)
SMILES | Tb PGK inh | Pol iota inh | Pin1 inh | BLM inh | BAZ2B block | JMJD2A Tudor inh | HP1b chromo inh | G9a inh | GLS inhibitor
COc1ccc(NC(=O)CN(C)C(=O)CCNC(=O)Nc2ccccc2)cc1 | i | 24% | 0% | x | -4% | -2% | 27% | -34% | -13%
CC(O)CNC12CC3CC(CC(C3)C1)C2 (configuration not stated) | 0% | 18% | 2% | -8% | -12% | 9% | 23% | 23% | -3%
O=C(NCc1ccncc1)/C(=C\c1ccc(F)cc1)NC(=O)c1ccccc1 | 10% | 13% | -2% | 0% | 8% | 2% | 35% | -2%[59 µM] | 4%
Cc1ccc(CN2CCCn3nc(C(=O)NCc4ccc(OC(C)C)cc4)cc3C2=O)cc1 | -10% | -1% | -3% | -1% | -1% | -25% | -6% | 2%[59 µM] | -6%
CCCCCCCCCCCCN1[C@@H](CC(C)=O)c2cc(F)ccc2S1(=O)=O | -2% | -10% | 9% | x | x | 57%[activator] | 117%[activator] | x | -4%
Cn1c(=O)n(C)c2cc([N+](=O)[O-])c(N3CCN(C(=O)c4ccccc4)CC3)cc21 | 4% | 28% | -7% | 0% | -38% | -20% | 19% | -5% | 1%
COc1ccc(S(=O)(=O)N2CCSCC2)cc1C(N)=O | 3% | 3% | 3% | -15% | 9% | -15% | 34% | x | -3%
O=C(NC1CCCCC1)c1ccc(S(=O)(=O)N2CCCCC2)cc1 | 5% | 23% | -10% | 4% | 2% | -6% | 23% | 8%[59 µM] | 14%
Cc1nnc(SCC(=O)Nc2nccs2)o1 | 7% | 26% | -8% | 2% | -2% | -2% | 59%[activator] | 33%[activator] | 0%
CCOc1ccc(C(c2c(O)cc(C)n(Cc3ccco3)c2=O)N2CCN(c3ccccc3)CC2)cc1 (configuration not stated) | i | 2% | -4% | -2% | -24% | u | 9%[57 µM] | u | 39%[activator]
COc1ccccc1C1C2=C(CCCC2=O)N(CC(=O)O)C2=C1C(=O)CCC2 | -4% | 3% | -10% | -10% | -1% | -11% | 33% | x | 1%
Cc1ccc(Cn2nc(C)c(NC(=O)c3cc(-c4ccc(F)cc4)on3)c2C)cc1 | -6% | -16% | 1% | 1% | 1% | -13% | 6% | 6%[59 µM] | -2%
Cc1cc(C)c(C)c(S(=O)(=O)N2CCC(C(=O)N(C)Cc3nc4ccccc4c(=O)[nH]3)CC2)c1C | -1% | -6% | 7% | x | x | -24% | -1% | x | 4%
O=C(NCC1COc2ccccc2O1)Nc1ccccc1F (configuration not stated) | -7% | 9% | -1% | -1% | 9% | -9% | 72%[activator] | 4% | -12%
Cc1ccc2sc(NC(=O)c3ccc(N4C(=O)CCC4=O)cc3)nc2c1C | -10% | 47%[activator] | 1% | -2% | 4% | -14% | 32% | 23% | 0%
O=C1COc2ccccc2N1Cc1ccc(Cl)cc1 | 5% | 137%[activator] | 6% | -3% | 25% | 40%[activator] | 79%[activator] | 88%[activator] | 2%
O=C(Cn1cc([N+](=O)[O-])cn1)Nc1ccn(Cc2c(F)c(F)cc(F)c2F)n1 | i | 10% | 2% | -1% | -16% | -10% | 13% | -25%[12.7 µM] | u
CC(=O)CSc1nnc(CSc2ncccn2)n1C1CCCCC1 | -4% | -4% | 0% | -2% | 2% | -15% | 15% | u | 9%
CN(C)CCCn1c(=O)n(Cc2ccco2)c(=O)c2c3c(sc21)CCCCC3 | -2% | 47%[activator] | 0% | -10% | -36% | -33% | -9% | u | -21%
CCn1c(C)nc2cc(C(=O)N/N=C/c3cccc(O)c3O)ccc21 | -1% | 25µM* | 9% | -10% | 79µM* | 79µM* | 31% | -32% | 51%[activator]
N#Cc1ccc(OCC(=O)N/N=C2/CC(c3ccccc3)Oc3ccccc32)cc1 (configuration not stated) | -9% | 15% | 1% | -6% | -3% | -6%[57.1 µM] | 46%[activator] | 32%[59 µM] | 0%
Cc1cc2n(n1)CCC(=O)N2Cc1ccc(C(=O)Nc2cccc(C(F)(F)F)c2)cc1 | i | 12% | 2% | -7% | -14% | -8% | 28% | -6%[59 µM] | 6%
COc1ccc(Cl)cc1C=CC=Nc1ccccc1O | 0% | -20% | 8% | x | x | u | 22% | x | 14%
O=C(c1cc(COc2ccc(F)c(F)c2)on1)N1CCN(C/C=C/c2ccccc2)CC1 | i | 32%[activator] | 5% | -15% | -31% | -15% | 51%[activator] | x | -3%
CNC(=S)Nc1ccc(Nc2ccccc2)cc1 | i | 45%[activator] | 4% | -1% | u | u | -7% | u | 13%
CCC(C)(C)NC(=O)C(c1ccc(OC)cc1)N(C(=O)CCC(=O)Nc1cc(C)on1)c1ccc2c(c1)OCCO2 (configuration not stated) | 3% | 157%[activator] | 5% | -4% | -9% | -13% | 35% | 10% | -11%
CC/C(=N\NC(=O)C(N)=O)c1ccccc1O | 2% | 21% | 8% | 4% | 1% | -19% | 26% | 24%[59 µM] | 14%
CCC(OC(=O)c1nsc(Cl)c1Cl)C(=O)NC(C)(C)CC (configuration not stated) | 9% | 127%[activator] | 1% | 0% | -3% | -6% | 12% | x | 0%
NS(=O)(=O)c1cccc(C(=O)OCC(=O)NC2CCCc3ccccc32)c1 (configuration not stated) | -9% | -24% | 2% | x | x | -2% | 13% | x | -7%
O=C(O)CC1C(=O)NCCN1Cc1cccs1 (configuration not stated) | -5% | -21% | 0% | 1% | x | -3% | 53%[activator] | -47% | 1%
O=C(NCc1ccc(Cl)cc1Cl)Nc1ccccc1 | 0% | 0%[58.9 µM] | 6% | x | x | 0% | 17% | x | -1%
CCn1ccc(=O)c2cc3c(cc21)OCO3 | -5% | -6% | -3% | x | 10% | -16% | 24% | -4%[12.7 µM] | -1%
COCCN(C(=O)COC(=O)c1cc2ccccc2cc1OC)c1c(N)n(Cc2ccccc2)c(=O)[nH]c1=O | 1% | 13% | -6% | x | 2% | -2% | 23% | u | 8%
